Source: PubChem
TAG inh – reduces triacylglycerol accumulation in H9c2 cells; Nile Red lipid (TAG) fluorescence; cells loaded with 200 µM oleic acid; inhibition, % at 12.5 µM; 230,000 tested, 0.66% active; AID 651582;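 active = pattern-corrected inhibition of lipid staining of at least 50% with the nuclear-stain viability signal not falling by more than 50%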;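 note: 0% = DMSO wells and 100% = triacsin C control wells; some results filed as inactive read as strong as hits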
TAG inh DAPI viability – further read-out of TAG inh, marked with its call; DAPI nuclei signal change (viability), lower = more cytotoxic, %;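 whole-well DAPI fluorescence read on a plate reader as a viability signal; minus 50 percent equals half of cells still viable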
* = called active by the depositor. An excerpt; count on the stated rates, not on these rows.

Values in the order – TAG inh DAPI viability | TAG inh
> CC(CNCc1ccc2c(c1)OCO2)NCc1ccc2c(c1)OCO2 (stereo not given)
  19 | -19
> CCCCSc1nc(C)cc(SCC(=O)N/N=C/c2ccccc2)n1
  6 | -35
> ClC(/C=N/n1cnnc1)=C/c1ccccc1
  0 | -4
> S=C(NCc1ccco1)N1CCN(c2nc(-c3ccccc3)cs2)CC1
  -11 | -2
> CCc1ccccc1NC(=O)C1=CC(c2cccs2)=NS(=O)(=O)N1C
  -9 | 39
> Clc1ccccc1CSc1ncn(-c2ccccc2)n1
  16 | 3
> N#Cc1c(NC(=O)CSc2nc(-c3ccco3)cc(C(F)(F)F)n2)sc2c1CCCC2
  -1 | 0
> COCOCCn1cc(CN2CCS(=O)(=O)N(Cc3ccc(-c4ccc(C)cc4)cc3)C(C(C)C)C2=O)nn1 (stereo not given)
  -2 | -1
> Cc1c(Cl)c([N+](=O)[O-])nn1CCCC(=O)NC1CCCCC1
  2 | -8
> CCN(CC)C(=O)CSc1nnc(COc2ccccc2)n1CC
  1 | -2
> Cn1c(=O)[nH]c2c(Cl)nccc21
  -7 | 4
> Cn1c(-c2ccc([N+](=O)[O-])cc2)nc2ccccc21
  11 | -14
> CC(C)CCn1c(Br)nc2c1c(=O)n(CC(N)=O)c(=O)n2C
  -4 | 12
> Cc1nc2n[nH]c(N)c2c2c1CCCC2
  0 | -9
> O=CN1Cc2ccccc2-c2ccccc2C1
  -9 | -2
> CN1Cc2ccccc2N(CC(=O)NCc2ccccc2)C1=O
  -7 | -3
> Cc1ccc2nc(Cn3cc(C(F)(F)F)ccc3=O)cc(=O)n2c1
  -8 | 2
> CCCCC[C@@H](/C=C/C1C(=O)C=C[C@H]1C/C=C\CCCC(=O)OC)OC(C)=O (stereo not given in full)
  5 | 9
> COc1ccccc1NC(=O)c1cc(N)cc(C(=O)Nc2ccccc2OC)c1
  1 | 2
> COc1cc(/C=N/n2c(-c3n[nH]c4c3CCC4)n[nH]c2=S)cc(OC)c1O
  13 | -8
> CSc1ncnc2c1ncn2CCCNCCCN1CCCC1=O
  13 | -12
> O=C(/C=C/NNC(=O)c1ccc(Cl)cc1)c1ccccc1
  -3 | -28
> COc1ccc(S(=O)(=O)Nc2nccs2)cc1OC
  7 | 3
> CCn1nc(C(=O)N2CCN(Cc3nc4ccccc4s3)CC2)c2ccccc2c1=O
  4 | -46
> CCOc1ccccc1C(=O)N1c2ccccc2Sc2ccccc21
  1 | -8
> CCc1ccc(OC(=O)CN2C(=O)c3ccccc3C2=O)cc1
  3 | 1
> N/C(=N\c1nc2ccccc2o1)NC(=O)c1ccccc1Br
  0 | -11
> Cc1cc(-c2ccccc2)c(C#N)c(N)n1
  6 | -13
> COc1ccccc1NC(=O)Cc1noc(CSc2n[nH]c(N)n2)n1
  -9 | -7
> Cn1c(=O)c2c(SCC(=O)NCc3ccco3)nc(CC(C)(C)C)nc2n(C)c1=O
  -4 | 10
> COc1ccc(/C=C/C(=O)OCC(=O)NC2CCCC(C)C2C)cc1S(=O)(=O)N1CCOCC1 (stereo not given)
  -11 | 14
> CCOC(=O)c1c(NC(=O)COC(=O)Cn2cnc3c2c(=O)n(C)c(=O)n3C)sc(C)c1CC
  -4 | -1
> Cc1cccc(NC(=S)N2CCC(N(C)CC3CCCO3)CC2)c1 (stereo not given)
  3 | -11
> COc1ccc(OC)c(C(c2nnnn2Cc2ccccc2)N2CCN(C)CC2)c1 (stereo not given)
  -12 | 12
> COc1ccc(OC)c(NC(=O)C2(C)CCN2Cc2ccc(SC)cc2)c1 (stereo not given)
  5 | -6
> Cc1ccc(NC(=O)CNC(=O)c2ccc3c(c2)OCO3)nc1
  -4 | -7
> Cc1cccc(C(=O)OCC(=O)N2CCN(C(=O)c3ccco3)CC2)c1O
  -4 | -1
> O=C(O)c1cccc([N+](=O)[O-])c1C(=O)Nc1nc2ccccc2s1
  -3 | 10
> CCOc1ccccc1NC(=O)CCn1c(=O)oc2ccccc21
  12 | -5
> O=C(CCCn1c(=O)[nH]c2ccsc2c1=O)N1CCN(c2ccccn2)CC1
  6 | -5
> Cc1cc2c(cc1C)NC(c1c(C)n(C)n(-c3ccccc3)c1=O)C1=C(CC(C)(C)CC1=O)N2 (stereo not given)
  4 | 5
> Cc1ccccc1S(=O)(=O)N1C[C@H]2CON(C)[C@H]2C[C@H]1c1cccc(Oc2ccccc2)c1
  -12 | -18
> Cc1ccc(NCc2nnc(SCC(=O)O)n2-c2ccc(C)cc2)cc1
  15 | -5
> Cc1ccc(Oc2ccc(C(=O)NCc3ccncc3)cc2)cc1
  -9 | -19
> N#Cc1cccc2cnccc12
  7 | -9
> CCCn1c(C)cc(C(=O)COc2ccc(-c3nnco3)cc2)c1C
  2 | 2
> O=C(CSc1ccc2ccccc2c1)N1CCN(c2ccc(O)cc2)CC1
  -10 | 7
> O=C(COC(=O)/C=C/c1ccco1)NCCc1ccccc1
  3 | 2
> CCOc1ncccc1C(=O)OCC(=O)NCc1ccccc1
  6 | -5
> Cn1c2ccccc2c2ncn(CCN3CCOCC3)c(=O)c21
  -2 | 7
> CN1C[C@H](C(=O)NC2(C)OC3(O)[C@@H]4CCCN4C(=O)[C@H](Cc4ccccc4)N3C2=O)CC2c3cccc4[nH]cc(c34)C[C@H]21 (stereo not given in full)
  5 | 10
> Cc1ccsc1/C=N/NC(=O)C(=O)NCC(C)C
  -13 | -7
> COc1ccc(NC(=O)COC(=O)c2c3c(nc4ccccc24)CCCC3)cc1
  -8 | 28
> O=C(O)c1ccc(N/N=C/c2cn(Cc3ccc(F)cc3)c3ccccc23)cc1
  7 | 8
> C/C(=C\C(=O)O)C(=O)Nc1nccs1
  -8 | 2
> COc1cccc(C(C(=O)NC(C)(C)C)N(Cc2ccco2)C(=O)CCC(=O)Nc2cc(C)on2)c1OC (stereo not given)
  -10 | 4
> CC(=O)Nc1ccc(CNc2ncnc3ccc(-c4c(C)noc4C)cc23)cc1
  -6.0* | 62*
> COc1ccc(C(=O)N2CCC(C(=O)Nc3ccc(C)cc3)CC2)cc1
  -4 | -4
> O=C(Cn1nnc(-c2ccccc2NC(=O)c2ccco2)n1)Nc1ccccc1
  1 | -5
> O=C(c1ccc2c3n(nc2c1)-c1ccc(Cl)cc1CO3)N1CCCCC1
  2 | -8

Remaining list, next part.
Values in the order – TAG inh DAPI viability | TAG inh
> CN1C(=O)/C(=C\c2cc(Br)cs2)c2ccccc21
  -7 | 9
> CC1CC1c1ccc(/C=C(\C#N)C(=O)Nc2cc(Cl)ccc2Cl)o1 (stereo not given)
  19 | -13
> CC1(C)OC(c2ccccc2)=C/C(=C\C=N\NC(=O)c2ccncc2)O1
  -3 | 3
> Cc1noc(C)c1C(=O)OCC(=O)Nc1cccc(F)c1
  0 | -2
> COc1ccc(C(=O)Nc2cc(=O)n(C)c(=O)n2C)cc1OC
  2 | 3
> O=C(NNC(=O)c1ccccc1F)c1cccc(-n2cccc2)c1
  9 | -17
> C[C@H](CO)N1C[C@H](C)[C@@H](CN(C)S(=O)(=O)c2ccccc2)Oc2c(NC(=O)c3ccncc3)cccc2C1=O
  7 | -5
> O=C(c1ccc(COc2ccccc2Br)o1)N1CCN(c2ccccn2)CC1
  3 | -3
> COc1cccc(NC(=O)CCC2CCN(C(=O)Cc3cccc(F)c3)CC2)c1
  3 | -8
> CCCCN(CC)C(=S)Nc1ccc2nc(N3CCN(C)CC3)cc(C)c2c1
  28 | 8
> C[C@@H]1CN([C@@H](C)CO)C(=O)c2cc(Br)cnc2O[C@H]1CN(C)C(=O)c1ccc2c(c1)OCO2
  7 | -8
> Cc1ccc(NC(=O)Cn2c(=O)c(C)nc3ccccc32)cc1
  -3 | -9
> Cn1c(=O)cc(SCC(=O)N2CCN(c3ccccc3)CC2)c2ccccc21
  -6 | -6
> Cc1cc(C(=O)Cn2nnc3ccccc3c2=O)c(C)n1-c1ccccc1F
  -9 | 5
> CC1CCN(C(=O)COC(=O)C2CCN(S(=O)(=O)c3ccc(Cl)c(C(F)(F)F)c3)CC2)CC1
  -3 | 3
> COc1ccc([N+](=O)[O-])cc1NC(=O)CN(C)S(=O)(=O)c1ccccc1
  -14 | 0
> NS(=O)(=O)c1ccc(NC(=O)COC(=O)c2cc3ccccc3cc2O)cc1
  -8 | 21
> CCc1ccccc1NC1c2ccccc2C(=O)N1Cc1ccco1 (stereo not given)
  -4 | 6
> CCc1nc2c(OCc3ccc(C(=O)N(C)C)cc3)cccn2c1N(C=O)Cc1ccccc1
  5 | -14
> O=C1CCN(Cc2ccccc2)CCN1[C@H](CSc1ccccc1)Cc1ccccc1
  -7 | -7
> O=C1CSC(c2ccccc2F)N1CCN1CCCCC1 (stereo not given)
  0 | 20
> COc1cccc(C(C(=O)NCc2ccco2)N(C(=O)Cn2nnc3ccccc32)C2CC2)c1OC (stereo not given)
  0 | -2
> COc1ccccc1Nc1ccc(C(=O)NCc2cccs2)cn1
  3 | -6
> COc1ccc(S(=O)(=O)NNC(=O)c2cc3ccccc3o2)cc1
  -3 | 3
> COc1ccc(OC)c(C2NC(=S)NC(C)=C2C(=O)Nc2ccccn2)c1 (stereo not given)
  -10 | 5
> Cc1cccc(CC(=O)N2CCN(C(=O)c3ccco3)CC2)c1
  5 | 1
> CC(=O)c1ccc2c(c1)OCCOCCOCCO2
  -2 | 9
> Clc1ccc(CONc2ncnc3nonc23)c(Cl)c1
  -13 | 5
> CSc1nnc2c(n1)c(C)nn2-c1cccc(C)c1
  5 | 6
> CCNC(=S)N(CCc1cccc(C)c1)Cc1cc2cc(OC)c(OC)cc2[nH]c1=O
  -1 | 8
> COc1ccc(CN(C)C(=O)Cn2cnc3c(NCc4ccccc4)ncnc32)cc1OC
  5 | 8
> COc1ccc(CCNC(=O)C2CCN(S(=O)(=O)c3cccc4nonc34)CC2)cc1OC
  2 | 2
> CCOc1ccc(C(=O)C[n+]2ccc(C(=O)NCc3ccccc3)cc2)cc1
  1 | 15
> CC1=C(n2nnc([N+](=O)[O-])n2)C(c2cccnc2)C(C#N)=C(N)O1 (stereo not given)
  -5 | -2
> Cc1ccc(C(=O)OCC(=O)N2CCC(c3ccccc3)=N2)c(C)c1
  6 | -25
> Cc1ccc(C)c(NC(=O)CCN2CCCCC2)c1
  5 | -6
> CCOC(=O)N1CCN=C1SCc1ccc(C(F)(F)F)cc1
  -5 | 8
> CCOC(=O)c1nc(C)nc(Sc2n[nH]c(-c3cc(Cl)cc(Cl)c3)n2)c1C
  -2 | -7
> CCOC(=O)CC1C(=O)NCCN1S(=O)(=O)c1ccc(Cl)cc1Cl (stereo not given)
  -7 | 1
> COc1ccc(NC(=S)NCCSc2ccc(C)cc2)c(OC)c1
  6 | -5
> CN(C)c1ccc(C(=O)NCCCSc2ccccc2)cc1
  -8 | 9
> O=C(Cn1cnc2c(nnn2Cc2ccc(F)cc2)c1=O)NCc1ccccc1
  -2 | -1
> CN1CCn2cnc(C(=O)Nc3ccc(CNC(=O)OC(C)(C)C)cc3)c2C1=O
  9 | 17
> COc1ccc(-n2c(=O)c(NC(=O)c3ccccc3)c3n(c2=S)CCCCC3)cc1
  -20 | 21
> O=c1c(-c2ccc(Cl)cc2)coc2c(CN3CCOCC3)c(O)ccc12
  18 | 19
> COc1ccc(OC)c(-c2csc(NC(=O)c3ccc(F)cc3)n2)c1
  3 | 0
> CCNC(=O)C1(c2ccccc2)CCCC1
  -9 | -9
> O=C(Nc1ccc(Cc2ccncc2)cc1)c1cc(F)c(F)cc1Cl
  12 | -5
> Cc1ccc(S(=O)(=O)NCCSCc2ccccc2)cc1
  0 | -7
> O=C(Nc1ccc(Br)cc1)N1CCCCC1
  11 | 1
> O=C(COC(=O)c1cccc(S(=O)(=O)Nc2ccc(F)cc2)c1)NCCN1C(=O)CSC1=O
  0 | 3
> O=C(O)/C=C/C(=O)NNc1ccc([N+](=O)[O-])cc1
  -2 | -3
> CC1CCN(C(=O)COc2coc(CN3CCc4ccccc43)cc2=O)CC1
  -7 | 18
> COc1ccc(N2CCN(C(=O)CNC(=O)Cc3ccccc3)CC2)cc1
  3 | -6
> Cc1onc(C(=O)N2CCOCC2)c1[N+](=O)[O-]
  -2 | 7
> OC[C@H]1O[C@H](OC[C@H]2OC(O)[C@H](O)[C@@H](O)[C@@H]2O)[C@H](O)[C@@H](O)[C@@H]1O (stereo not given in full)
  8 | -3
> Cn1cc(S(=O)(=O)N2CCN(Cc3ccccc3)CC2)c(=O)n(C)c1=O
  -10 | -8
> CN1C(=O)[C@@H]2[C@@H]3C[C@@H]([C@H]4ON=C(c5ccccc5OCC#N)[C@@H]34)[C@@H]2C1=O
  -4 | -5

Looked up by structure from the list above (3):
Values in the order – TAG inh DAPI viability | TAG inh
> OC[C@H]1O[C@H](OC[C@H]2OC(O)[C@H](O)[C@@H](O)[C@@H]2O)[C@H](O)[C@@H](O)[C@@H]1O (stereo not given in full)
  8 | -3
> CC1CCN(C(=O)COc2coc(CN3CCc4ccccc43)cc2=O)CC1
  -7 | 18
> COc1ccc(OC)c(-c2csc(NC(=O)c3ccc(F)cc3)n2)c1
  3 | 0

Entries shown so far containing bromine, in the order listed:
Values in the order – TAG inh DAPI viability | TAG inh
> CC(C)CCn1c(Br)nc2c1c(=O)n(CC(N)=O)c(=O)n2C
  -4 | 12
> N/C(=N\c1nc2ccccc2o1)NC(=O)c1ccccc1Br
  0 | -11
> CN1C(=O)/C(=C\c2cc(Br)cs2)c2ccccc21
  -7 | 9
> O=C(c1ccc(COc2ccccc2Br)o1)N1CCN(c2ccccn2)CC1
  3 | -3
> C[C@@H]1CN([C@@H](C)CO)C(=O)c2cc(Br)cnc2O[C@H]1CN(C)C(=O)c1ccc2c(c1)OCO2
  7 | -8
> O=C(Nc1ccc(Br)cc1)N1CCCCC1
  11 | 1
